# M4 antag = human M4 muscarinic receptor antagonists, primary screen, CHO cells, Fluo-8 calcium fluorescence; 360,000 compounds, 0.73% hits; AID 624125, 2012; Muscarinic acetylcholine receptor M4 (Homo sapiens), P08173; CHO-hM4 cells, ACh EC80; inhibition, % at 3 µM;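 active = inhibition above its plate's cutoff, the mean inhibition of sample wells plus 3 SD, cut at about 27% in these data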;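 note: 0% = acetylcholine EC80 with DMSO and 100% = DMSO without agonist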
# CRFR2-BP antag = antagonists of CRF-BP/CRF-R2 complex, primary screen, cell-based, HEK293, calcium dye fluorescence, uHTS; CRF-induced calcium fluorescence; 350,000 compounds, 0.59% hits; inhibition, % at 11.8 µM;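 active = inhibition of the ligand-induced calcium signal above about 50% at the single tested concentration, limit read from the data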
# CHRM5 antagonist = human M5 muscarinic receptor antagonists, primary screen, CHO cells, Fluo-8 calcium fluorescence; Muscarinic acetylcholine receptor M5 (Homo sapiens), P08912; inhibition, % at 3 µM; 360,000 compounds, 0.59% hits; CHO-hM5 cells, ACh EC80; AID 624040, 2012;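 active = inhibition above a per-plate cutoff, the mean of that plate's test compounds plus 3 SD, cut at about 27% in these data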;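 note: 0% = acetylcholine EC80 with DMSO and 100% = DMSO without agonist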
# CHRM5 agonist = human M5 muscarinic receptor agonists, primary screen, CHO-K1 cells, Fluo-8 calcium fluorescence; Muscarinic acetylcholine receptor M5 (Homo sapiens), P08912; CHO-K1 hM5 cells; 0% DMSO wells, 100% maximal acetylcholine response; activation, % at 3 µM; 360,000 compounds, 0.19% hits; AID 624037, 2012;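 active = activation above the run's mean over test compounds plus 3 SD, cut at about 23% in these data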;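 note: signal is peak over basal fluorescence ratio across the kinetic read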
# M4 PAM = human M4 muscarinic receptor positive allosteric modulators, primary screen, CHO-K1 cells, Fluo-8 calcium fluorescence; Muscarinic acetylcholine receptor M4 (Homo sapiens), P08173; CHO-K1 hM4/Gqi5, ACh EC20; 0% = ACh EC20, 100% = maximal ACh; activation, % at 3 µM; 360,000 compounds, 0.4% hits; AID 624126, 2012;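 active = activation above its plate's cutoff, the mean activation of sample wells plus 3 SD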; note: some results filed as inactive read as strong as hits
# CHRM5 PAM = human M5 muscarinic receptor positive allosteric modulators, primary screen, CHO-K1 cells, Fluo-8 calcium fluorescence; CHO-K1 hM5, ACh EC20 PAM; 0% = ACh EC20, 100% = ACh EC100; Muscarinic acetylcholine receptor M5 (Homo sapiens), P08912; 360,000 compounds, 0.3% hits; activation, % at 3 µM;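 active = activation above the run cutoff, the mean activation of all test compounds plus 3 SD, cut at about 18% in these data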
#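 Test system: CHO-K1 hM5 cells / Doses: single-point, 3 µM nominal / Times: Post-acetylcholine fluorescence recording 140 s / Technique: Fluo-8 calcium fluorescence / Measure: Max/basal fluorescence ratio as % of EC20–EC100 ACh window / Benchmarks: low control EC20 acetylcholine (0%), high control EC100 acetylcholine (100%) / Replicates: one well per compound, no replicates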
# IDE inh = human IDE inhibitors in live cells, primary screen, fluorescence polarization, HEK cells, FAbetaB substrate; FAbetaB cleavage; AID 434962, 2010; inhibition, % at 5.59 µM; 320,000 compounds, 0.41% hits; Insulin-degrading enzyme (Homo sapiens), P14735;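 active = percent inhibition above the average of all tested compounds plus 3 SD, set per screening campaign, cut at about 16% in these data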;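 note: IDE supplied by intact live HEK cells; FP after avidin binding of uncleaved biotin substrate so inhibition keeps polarization high; 0% = DMSO wells and 100% = 60 µM reference IDE inhibitor Ii1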
# Target sequence (P14735 whole entry, looked up): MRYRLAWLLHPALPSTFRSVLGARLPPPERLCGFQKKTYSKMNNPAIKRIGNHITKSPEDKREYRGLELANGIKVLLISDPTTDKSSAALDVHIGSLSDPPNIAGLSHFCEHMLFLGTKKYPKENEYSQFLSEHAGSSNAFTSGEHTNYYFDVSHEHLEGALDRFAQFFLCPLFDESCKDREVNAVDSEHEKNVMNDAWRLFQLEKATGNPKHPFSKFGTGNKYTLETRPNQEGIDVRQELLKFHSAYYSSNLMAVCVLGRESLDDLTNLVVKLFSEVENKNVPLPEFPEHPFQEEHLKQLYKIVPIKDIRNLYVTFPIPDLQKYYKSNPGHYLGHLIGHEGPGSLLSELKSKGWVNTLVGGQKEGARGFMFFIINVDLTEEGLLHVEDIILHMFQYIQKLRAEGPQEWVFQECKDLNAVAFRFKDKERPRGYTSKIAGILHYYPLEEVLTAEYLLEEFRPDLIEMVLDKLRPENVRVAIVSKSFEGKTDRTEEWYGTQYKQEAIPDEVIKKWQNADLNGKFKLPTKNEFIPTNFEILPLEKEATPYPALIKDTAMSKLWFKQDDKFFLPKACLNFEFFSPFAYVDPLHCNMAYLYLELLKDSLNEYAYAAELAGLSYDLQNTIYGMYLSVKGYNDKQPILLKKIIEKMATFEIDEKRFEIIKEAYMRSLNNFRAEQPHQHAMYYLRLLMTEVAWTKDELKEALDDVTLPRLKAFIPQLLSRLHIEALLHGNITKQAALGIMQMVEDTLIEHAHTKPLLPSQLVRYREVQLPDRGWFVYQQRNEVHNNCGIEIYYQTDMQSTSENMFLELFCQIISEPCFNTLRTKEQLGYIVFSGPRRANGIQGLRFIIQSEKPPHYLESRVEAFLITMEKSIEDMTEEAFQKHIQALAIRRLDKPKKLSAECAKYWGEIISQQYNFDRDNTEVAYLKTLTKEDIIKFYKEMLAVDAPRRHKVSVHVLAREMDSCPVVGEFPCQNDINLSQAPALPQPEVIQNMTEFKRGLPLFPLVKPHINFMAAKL
# CRFBP-R2 agonist = agonists of CRF-BP/CRF-R2 complex, primary screen, cell-based, HEK293, calcium dye fluorescence, uHTS. activation, % at 13.2 µM. calcium dye fluorescence (FLIPR); percent of saturating CRF peptide response. 350,000 compounds, 0.46% hits. AID 588473, 2011;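 active = activation of at least 50%, plus an integration ratio under a set limit after plate pattern correction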;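 note: plate controls were neutral control wells without compound for no effect and CRF at EC100 for full effect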
# CHRM4 agonist = human M4 muscarinic receptor agonists, primary screen, CHO-K1 cells, Fluo-8 calcium fluorescence | Muscarinic acetylcholine receptor M4 (Homo sapiens), P08173 | CHO-K1 hM4/Gqi5; vehicle 0%, full acetylcholine response 100% | activation, % at 3 µM | 360,000 compounds, 0.14% hits;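 active = activation above the run mean over all test wells plus 3 SD, cut at about 32% in these data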;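 note: peak over basal fluorescence ratio per well then scaled between controls; 0% = DMSO wells and 100% = acetylcholine at EC100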
# Starred values were filed as active, the others as inactive; / = not tested or not shown.
CHRM5 PAM	CRFBP-R2 agonist	CRFR2-BP antag	CHRM5 agonist	M4 antag	IDE inh	CHRM4 agonist	CHRM5 antagonist	M4 PAM	compound
-2	-7.1	19	-4	5	-1	-2	-3	5	Cc1ccc(S(=O)(=O)N2CCC(C(=O)N/N=C/c3cccnc3)CC2)cc1
-5	-1.1	-7	-2	2	5	0	-9	-3	CCC(CC)c1nnc(NC(=O)[C@@H](NC(=O)c2cccc(C)c2)C(C)C)s1
-2	-0.1	14	-6	-5	-2	0	-8	-8	O=C(NCC(c1ccco1)N1CCCC1)c1ccccc1F (stereo unspecified)
-4	1.7	-7	-4	-1	2	9	0	-8	CCn1cc(CN2CCC(C(=O)Nc3cccc(-c4cccc(Cl)c4)c3)CC2)c(C)n1
4	-3.9	-10	-3	-8	-2	0	-5	5	Cc1n[nH]c(C)c1S(=O)(=O)N1CCCCCC1
2	1.6	5	0	3	2	1	-3	0	Cn1c(NC(=O)CCc2ccccc2)cc(=O)n(C)c1=O
9	-2.2	7	3	-11	2	1	-2	1	Cc1ccc(/C=N/NC(=O)c2c[nH]c3ccccc23)s1
14	-3.1	9	4	2	5	1	0	-3	O=C(CSc1ncn[nH]1)c1cccc([N+](=O)[O-])c1
-3	31	-10	3	-8	1	2	0	14	O=C(Nc1ccc(F)cc1Cl)c1ccc2c(=O)n3c(nc2c1)CCC3
-1	0.7	-1	1	-2	-2	6	-4	4	COc1ccc(-c2c(NC(=O)c3ccco3)oc3c(C)cccc3c2=O)cc1
-10	-1.8	-11	-12	2	7	14	5	-7	Cc1cc(C)c(C)c(OCCNCc2ccccc2)c1
-2	-2.3	23	-7	8	5	0	0	-5	Cc1cc2ccccn2c1C(=O)c1ccc(C#N)cc1
-18	2.4	2	-1	-3	-4	2	9	1	Cc1cccc(NC(=O)c2ccc(Cl)c(S(=O)(=O)N3CCc4ccccc43)c2)n1
-7	-4.4	20	-7	-6	6	-1	20	-9	CCOC(=O)C(c1ccccc1)C(Nc1ccc(F)cc1)c1ccccn1 (stereo unspecified)
0	-0.9	-17	-7	-10	-1	0	-1	1	C=CCC1NCCc2c(Br)cccc21 (stereo unspecified)
6	-1.0	-4	-6	0	0	1	-3	2	COc1ccc(CNC(=O)Nc2cc(C)ccc2C)cc1
0	-1.3	13	-2	3	3	0	7	0	Cc1cc(C)cc(N(CC(=O)N2CCCC2)S(C)(=O)=O)c1
-10	2.8	-25	0	-4	2	8	1	-12	Cc1ccc(-c2csc(NC(=O)CCNC(=O)c3ccccc3Cl)n2)cc1
4	-0.9	5	0	3	6	1	-5	9	CCc1nc2c3cnn(-c4cc(Cl)ccc4C)c3ncn2n1
5	-1.0	8	-1	5	2	1	-14	-2	CCN(CC)CCNc1nc(SC)nc2sc3c(c12)CCN(C)C3
-1	0.2	-2	-1	4	0	0	6	-5	OC1CCN(Cc2cccc3ccccc23)CC1
2	-4.6	-15	-7	-7	2	2	-3	0	CC1=C/C(=C\c2ccc3c(c2)OCO3)C(=O)S1
0	3.4	3	-2	0	-1	0	4	2	O=C1C2C3CCC(C3)C2C(=O)N1Cc1ccccc1 (stereo unspecified)
6	-1.9	-6	-2	-6	-4	2	7	9	O=C(Cc1ccccc1[N+](=O)[O-])Nc1ccc2c(c1)OCO2
0	-0.8	4	-4	0	5	3	15	-3	O=C(Nc1ccccc1-c1ccccc1)c1ccc(=O)[nH]n1
2	3.9	0	-2	-14	8	0	-4	-7	CCOc1ccc(C(=O)C(C)OC(=O)c2nc(Cl)ccc2Cl)cc1 (stereo unspecified)
5	-0.1	-5	-3	-7	2	1	-8	-2	CC1Cc2ccccc2N1S(=O)(=O)c1c(N)n(C)c(=O)n(C)c1=O (stereo unspecified)
0	-1.6	5	1	16	5	1	-7	13	C=CCn1c(SCC(=O)Nc2ccccc2OC)nnc1-c1ccccn1
1	0.6	-5	2	0	-3	2	-4	2	Cc1c(Br)c([N+](=O)[O-])nn1CC(=O)NCCc1ccc(Cl)cc1
-1	-1.4	10	2	1	4	1	3	0	Cc1oc2ccc(O)cc2c1C(=O)c1ccccc1
-3	-1.4	33	-6	-9	5	1	-1	3	Cc1c(Cl)cccc1NC(=O)[C@@]1(CC(=O)O)CC(/C=C/c2ccccc2)=NO1
-19	-2.2	31	-1	7	2	5	8	0	CN1c2ccccc2C(O)=C(C(=S)Nc2ccc(F)c(Cl)c2)S1(=O)=O

# Complete entries as entered above. Order of screens: CHRM5 PAM	CRFBP-R2 agonist	CRFR2-BP antag	CHRM5 agonist	M4 antag	IDE inh	CHRM4 agonist	CHRM5 antagonist	M4 PAM
# Entry for CCOc1ccc(C(=O)C(C)OC(=O)c2nc(Cl)ccc2Cl)cc1 (stereo unspecified) : 2	3.9	0	-2	-14	8	0	-4	-7
# Entry for O=C(Nc1ccc(F)cc1Cl)c1ccc2c(=O)n3c(nc2c1)CCC3 : -3	31	-10	3	-8	1	2	0	14
# Entry for CC1=C/C(=C\c2ccc3c(c2)OCO3)C(=O)S1 : 2	-4.6	-15	-7	-7	2	2	-3	0

# The results go on:
CHRM5 PAM	CRFBP-R2 agonist	CRFR2-BP antag	CHRM5 agonist	M4 antag	IDE inh	CHRM4 agonist	CHRM5 antagonist	M4 PAM	compound
2	-1.3	-2	0	2	0	0	0	2	Cc1nn(Cc2ccccc2)c2c1C(c1cccc(Cl)c1)C(C#N)=C(N)O2 (stereo unspecified)
5	-5.5	-6	-4	-8	1	1	6	12	COc1cc2c(cc1OC)C(c1ccc(Cl)cc1)=NCC2
1	-0.2	0	-1	2	9	8	12	1	O=C(NCc1cccnc1)Nc1ccc(Br)cc1
-8	-0.1	-1	1	-10	0	4	6	-8	COc1ccc(NC(=O)C2C(=O)NC3(C)CC2c2ccccc2O3)cc1 (stereo unspecified)
-2	-3.3	50	0	2	0	1	5	0	O=C(COC(=O)c1cccc2ccccc12)NCCCc1ccccc1
-1	0.5	-14	0	2	7	0	6	3	Cn1c(Cc2cccs2)nnc1SCC(=O)Nc1ccc(C(N)=O)cc1
-9	-0.3	14	-1	0	4	7	-3	3	CCOC(=O)c1c(C)[nH]c(C)c1C(=O)COC(=O)/C=C/c1ccc(OC(F)F)cc1
5	-5.0	-23	-5	-8	1	1	5	12	O=C(Nc1ccccc1Cl)OCc1cncs1
-5	/	/	4	2	/	6	1	4	O=C(NCc1ccccc1)C(c1cccc2ccccc12)n1c(=O)c(-c2ccccc2)nc2ccccc21 (stereo unspecified)
0	-2.6	-12	-8	4	4	0	-1	0	C/C(=N\O)C(=O)NCC1CCNCC1
-3	-3.8	24	-1	-4	1	1	-3	2	O=C(CN1CCN(C(=O)c2ccco2)CC1)Nc1cc(C(F)(F)F)ccc1Cl
0	-1.4	-6	-2	-2	9	-1	14	-1	O=S1c2ccccc2Nc2ccccc21
6	-0.2	7	3	1	-4	1	-3	1	CCS(=O)(=O)c1ccc(O)c(NC(=O)Nc2ccccc2)c1
-4	0.5	-1	-3	-3	-1	0	8	-5	COc1ccc(NC(=O)C2C3C=CC4(O3)C2C(=O)N(CCN2CCCCC2C)C4C(=O)NC2CCCC(C)C2C)cc1 (stereo unspecified)
20*	0.5	7	-2	2	-3	1	-37	19*	Cc1cccc(NC(=O)CSc2nccn2Cc2ccco2)c1C
-3	-0.8	-17	1	1	2	4	8	8	Cc1ccc(N2C(=O)C3NN=C(C(=O)OCc4ccccc4)C3C2=O)c(C)c1 (stereo unspecified)
0	/	/	1	-17	/	1	-3	4	CN(C)CCCNc1nc2cc(-c3ccc(C(=O)N4CCN(C)CC4)cc3)sc2c(=O)n1C
5	1.5	7	1	-8	1	0	-2	7	CCCCn1c(N)c(N(CCOC)C(=O)c2ccc(COc3ccccc3)o2)c(=O)[nH]c1=O
3	1.1	4	-1	0	5	1	-9	0	c1ccn2c(c1)nc1c2nc2ccccn21
1	1.9	7	1	-3	/	1	-2	8	CN(C(=O)c1ccc(NC(=O)Cc2ccc(NC(=O)C3CCN(C(=O)C4CCC4)CC3)cc2)cc1)C1CCCC1
7	2.4	8	0	9	/	0	-7	-1	CCC12CSc3nc(Cl)ccc3N1C(=O)C(=O)N2C (stereo unspecified)
0	-1.4	-1	0	8	-3	-1	3	-2	COCCN1Cc2cccc(C(=O)NC(C)c3cccs3)c2C1=O (stereo unspecified)
-1	1.0	-9	-2	5	-1	3	11	3	COC(=O)c1ccc(/C=N/NC(=O)C(=O)N2CCCCCC2)cc1
-5	/	/	1	5	/	0	1	-6	CCCNC(=O)C1(C)CCCN(C(=O)CN2C(=O)c3ccccc3C2=O)C1 (stereo unspecified)
-15	-2.7	-1	2	-5	1	18	-3	-27	O=C(Nc1ccc(N2CCN(C(=O)c3cccs3)CC2)c(Cl)c1)c1cccnc1
10	-1.3	3	-1	-3	0	1	-2	2	N#Cc1c(-c2cccc(Cl)c2)[nH]c(=S)[nH]c1=O
7	-1.4	-8	-3	-1	2	2	13	13	FC(F)Oc1ccc(/C=N/n2c(Cc3ccc(Br)cc3)n[nH]c2=S)cc1
11	-0.7	-20	4	-2	-6	2	-10	3	Cn1cc(C(c2ccccn2)c2cn(C)c3ccccc23)c2ccccc21
-1	-2.0	8	0	-6	/	3	2	-1	CCOc1ccc(OCCC(=O)N(CC)CC(=O)Nc2ccccc2OC)cc1
-3	-2.2	15	1	6	5	4	1	3	CS(=O)(=O)N(CC(=O)NCc1ccco1)c1ccc(OCc2ccccc2)cc1
-9	/	/	-3	-7	/	-2	8	2	CCCCCCCCN1C(=O)[C@H](CC(=O)NCCC(C)C)C[C@@]2(C(=O)OC)CCCCC=C12
-5	-1.3	-13	0	12	8	2	3	-6	O=C(Nc1nnc(CCc2ccccc2)s1)c1ccccc1
-2	0.0	10	0	-3	1	1	-3	6	COc1cc(C(C#N)N2CCOCC2)ccc1O (stereo unspecified)
-8	0.9	-57	40*	9	-8	24	7	17	COc1ccccc1N1CCN(Cc2cn[nH]c2-c2ccc(F)cc2)CC1
-3	-1.1	1	-1	-2	3	0	-1	-5	COCCNC(=O)CSc1nnc(NC(=O)C2CC(=O)N(c3ccccc3OC)C2)s1 (stereo unspecified)
-1	0.5	3	-3	-25	4	2	-1	-1	O=C(NCCNC(=O)c1ccco1)c1ccco1
-3	0.3	-9	2	5	-2	2	4	9	CN(C)c1ccc(N/C=C/C(=O)c2ccc(F)cc2)cc1
-3	1.5	-14	0	6	12	1	5	0	CN(C)S(=O)(=O)c1ccc(C(=O)Nc2nnc(Cc3ccccc3)s2)cc1
-5	2.6	10	-6	-4	8	-1	-6	1	CCOC(=O)c1c(C)oc2ccc(OCc3cc(C(=O)OC)oc3C)cc12
-11	-1.1	1	-3	16	0	1	9	-3	Fc1c(F)c(F)c(SCn2cc(Br)cn2)c(F)c1F
6	-0.6	1	4	4	0	0	8	5	COc1ccc(-c2c(C#Cc3ccsc3)c3cc(-c4ccc5[nH]ccc5c4)ccc3n2C)cc1
